TTR transcr act: activators of transthyretin transcription. SH-SY5Y TTR promoter Gaussia luciferase, luminescence; 100% = recombinant luciferase protein wells. activation, % at 16.7 µM. actives 1.3% (n = 92,000). AID 1117267;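 active = activation above the mean of all tested compounds plus 3 SD, cut at about 9.5% in these data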;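 also: cells exposed to compounds for one day before reading; 0% = median of all test compound wells on the plate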
Starred values were filed as active, the others as inactive. A portion of the library (hit frequency here may not be typical).

SMILES	TTR transcr act
COc1ccc(C(=O)Nn2c(SCc3cccc([N+](=O)[O-])c3)nc3ccccc3c2=O)cc1	-1.1
CCOC(=O)CN(c1ccccc1)S(=O)(=O)c1ccc(F)cc1	1.0
CCn1c(COc2ccc3c(c2)OCO3)nnc1SCC(=O)c1ccc(Cl)cc1	-0.4
O=C(c1cccc(S(=O)(=O)N2CCOCC2)c1)N1CCN(S(=O)(=O)c2cccs2)CC1	-1.5
O=C(COC(=O)c1ccccc1F)NC1CCCC1	0.4
COCCn1c(C)cc(O)c(C(=O)Nc2cccc(Cl)c2)c1=O	5.7
O=C(O)c1cc(S(=O)(=O)Nc2ccccc2C(=O)O)ccc1O	4.5
Fc1ccc(-c2nc(-c3cnccn3)no2)c(Cl)c1	0.7
CCN(CC)S(=O)(=O)c1cccc(C(=O)N[C@H](C(=O)OCC(=O)NC(=O)NC)C(C)C)c1	-3.1
S=C(NCc1cccnc1)Nc1ccc(Oc2ccccc2)cc1	-2.5
COc1ccc(CNS(=O)(=O)NCc2ccccc2)cc1OC	-1.9
COc1cc(NS(=O)(=O)c2ccc(NC(=O)NC3CCCCC3)cc2)nc(OC)n1	1.4
COCCNC(=O)COc1ccc(Nc2ccccc2)cc1	1.4
CCN1C(=O)N[C@@H](CCc2ccccc2)[C@H](C(=O)OC)[C@H]1C	0.8
Cc1cc(C)n(C(=O)COc2ccccc2[N+](=O)[O-])n1	-1.0
O=C(O)CCn1cc(C(=O)O)c(-c2ccccc2)n1	1.1
Cc1ccc(NC(=S)N(CCN(C)C)Cc2cc3cc(C)cc(C)c3[nH]c2=O)cc1	0.0
CCOC(=O)c1ccccc1NCN1C(=O)CSC1=O	1.2
CSc1ncccc1C(=O)OCC(=O)c1ccc(Br)s1	-0.3
CS(=O)(=O)c1nc(S(=O)(=O)c2ccc(Cl)cc2)c(N2CCC3(CC2)OCCO3)s1	-0.1
COc1ccccc1NS(=O)(=O)c1cccc(NC(=O)c2nc3nc(C)cc(C)n3n2)c1	-0.8
Cc1ccc(S(=O)(=O)N2CCOCC2)cc1NC(=O)Cn1cc(C(F)(F)F)cc(Cl)c1=O	0.1
O=C(CSc1nnc(NC2CCCCC2)s1)Nc1ccc2c(c1)C(=O)c1ccccc1C2=O	-3.2
CCOC(=O)C(=NC1CCS(=O)(=O)C1)NNc1ccc(Br)cc1 (stereo unspecified)	-1.2
COC(=O)C1C2CC3c4[nH]c5cc(OC)ccc5c4CCN3CC2CC(OC2CCCCO2)C1OC (stereo unspecified)	0.3
COc1cc(CNc2ccccc2SC)cc(OC)c1OC	0.3
CCSc1nc2c(c(=O)[nH]c(=O)n2C)n1C/C=C(/C)Cl	-1.9
O=C(NCc1cccnc1)C1CCCN(S(=O)(=O)c2ccccc2)C1 (stereo unspecified)	-0.4
COCCN(C(=O)C1CCCC1)c1c(N)n(Cc2ccccc2)c(=O)[nH]c1=O	0.8
CCOC(=O)c1cc(-c2cccs2)nc2onc(C)c12	-0.2
CN(CCC#N)C(=O)COC(=O)c1ccc(Cl)c(S(N)(=O)=O)c1	-1.5
CSc1nncc(/C(C)=N\Nc2ccccc2C)n1	-3.3
CCN(C1CCCCC1)S(=O)(=O)c1ccc(-n2cnnn2)c(C)c1	3.1
Cn1cnnc1SCC(=O)N1CCc2ccccc2C1	3.8
O=C(CSC1=NCCS1)Nc1ccc(S(=O)(=O)NC2CCCCC2)cc1	-1.1
O=C(O)C(Cc1ccccc1)NC(=O)C(c1ccccc1)c1ccccc1 (stereo unspecified)	0.9
O=C(O)C1CCN(C(=O)CCN2C(=O)S/C(=C\c3ccccc3)C2=O)CC1	-1.4
C/C(=N\NC(=O)CCCNc1ccccc1)c1ccncc1	0.4
O=C(c1ccc(F)cc1)c1cn(Cc2ccc(F)cc2)c2cc3c(cc2c1=O)OCCO3	1.1
O=C(COC(=O)c1cc(S(=O)(=O)N2CCc3ccccc3C2)ccc1Cl)NCc1ccco1	0.7
Cc1c(/C=N/NC(=O)c2cccnc2)cc(C#N)n1C	-1.5
Cc1nc(NC(C)(C)CO)c([N+](=O)[O-])cc1[N+](=O)[O-]	-1.4
Cc1ccc(NNC(=O)c2ccno2)c(C)c1	0.1
C/C(CC(=O)NC(C)C)=N\NC(=O)C(c1ccccc1)c1ccccc1	0.4
O=C(NC1CC1)C1CCN(S(=O)(=O)c2cc([N+](=O)[O-])ccc2Cl)CC1	-0.8

4 of these compounds, set out differently:
> O=C(O)C(Cc1ccccc1)NC(=O)C(c1ccccc1)c1ccccc1 (stereo unspecified)
- TTR transcr act: 0.9

> O=C(CSC1=NCCS1)Nc1ccc(S(=O)(=O)NC2CCCCC2)cc1
- TTR transcr act: -1.1

> O=C(NC1CC1)C1CCN(S(=O)(=O)c2cc([N+](=O)[O-])ccc2Cl)CC1
- TTR transcr act: -0.8

> Cn1cnnc1SCC(=O)N1CCc2ccccc2C1
- TTR transcr act: 3.8

(further entries)
SMILES	TTR transcr act
COC(=O)CCN(Cc1cc(OC)ccc1OC)S(=O)(=O)c1ccccc1Br	0.0
COc1cccc(C2/C(=C(\O)c3ccc4c(c3)OCCO4)C(=O)C(=O)N2CCCn2ccnc2)c1 (stereo unspecified)	-0.8
COc1cc(-c2noc(C)c2/C=C/c2ccc(C(=O)O)cc2)cc(OC)c1OC	-3.8
COc1ccc(C(CNC(=O)CNC(=O)c2cccc(C)c2)N2CCOCC2)cc1 (stereo unspecified)	2.7
COc1ccc(NC(=O)c2ccccc2C(=O)N2CCCCC2)cc1	1.4
O=C(c1nc2ccccn2c1CNCCCn1nnc2ccccc21)N1CCOCC1	-1.4
O=C(NNS(=O)(=O)c1ccccc1)c1sccc1-n1cccc1	-0.2
COc1cc(C(=S)N2CCOCC2)ccc1OC(=O)c1ccccc1[N+](=O)[O-]	2.1
CC(=O)NC(c1cccs1)c1cc(F)c2cccnc2c1O (stereo unspecified)	4.9
COc1ccc(S(=O)(=O)N2CCCCCC2)cc1C(=O)N(C)CC(=O)Nc1cc(C)ccc1C	-0.9
COc1ccc(C(=O)NC2CC2)cc1OC1CCN(Cc2ccccc2F)CC1	-0.7
O=C(OCc1cc(=O)n2c(n1)sc1ccccc12)c1ccc(O)cc1	1.9
Cc1ccc(NC(=O)NCCCc2ccccc2)cc1	-2.8
O=C(Nc1ccccc1C(=O)Nc1ccc(F)cc1)c1ccco1	1.7
C[C@H]1C2CC(OC(=O)NCc3ccc(Cl)cc3)C(C2)[C@H]2CCCCN21 (stereo partly specified)	1.4
O=c1ccc2ccc(O[C@@H]3O[C@H](CO[C@@H]4OC[C@](O)(CO)[C@H]4O)[C@@H](O)[C@H](O)[C@H]3O)cc2o1	-0.8
O=C(Cn1nc(C(F)(F)F)cc1C1CC1)NCc1ccccc1F	0.2
Cc1ccc(C(O)c2ncc(-c3cccc(F)c3)[nH]2)cc1 (stereo unspecified)	-0.9
CS(=O)(=O)N1c2ccccc2C[C@H]1Cc1cc2ccccc2o1	-1.1
Cc1ccc(S(=O)(=O)n2ccc(-c3cccc(OCc4c(F)cccc4Cl)c3)n2)cc1	-0.1
CCN(CC)C(=O)c1cc(C(C)(C)C)c(O)c(C(C)(C)C)c1	5.9
Cc1noc(C)c1CSCC(=O)Nc1cccc(C(F)(F)F)c1	-0.1
COc1ccc(-c2cc(C(=O)OC3CCOC3=O)c3ccccc3n2)cc1OC (stereo unspecified)	-0.7
COc1ccc(-c2nc3cc(C)c(Br)c(C)n3c2Cc2ccc(C)cc2)cc1OC	0.0
CC12CCC(=O)N1C(C(=O)Nc1cc(S(=O)(=O)N3CCCCCC3)ccc1OCC(F)(F)F)CS2 (stereo unspecified)	6.2
O=S(=O)(Nc1ccc2c(c1)OCO2)c1ccccc1	-0.3
CN(CCCC(=O)NCCc1ccccc1)S(=O)(=O)c1ccc([N+](=O)[O-])cc1	0.7
COc1ccc(Cc2nc(-c3ccccn3)no2)cc1	5.0
COc1ccccc1N1CCN(/N=C\c2cccnc2)CC1	-2.9
CC(=O)Oc1ccc(NC(=O)CCC2CCCCC2)c(C(=O)O)c1	1.7
O=C(c1cn(-c2ccccc2)nc1-c1ccc(Cl)cc1)N1CCOCC1	-0.7
CC(C)(C=O)C1=CC(=O)c2ccccc2C1=O	-2.7
O=C(N/C(=C\c1ccc(O)cc1)C(=O)N1CCCCC1)c1ccccc1	-0.7
COc1ccc(Oc2ncnc3sccc23)cc1	-0.9
C=CC[C@H]1CC(Cc2ccccc2)=C[C@H](CC=C)N1	-1.3
COc1ccccc1C(=O)n1nc(-c2ccccc2)nc1N	-0.2
CCc1nnc(NC(=O)CCN2C(=O)C3CCCCC3C2=O)s1 (stereo unspecified)	-2.6
COC(=O)C1=C(C)NC(C)=C(C(=O)OC)C1c1ccco1	0.8
CC(C)(C)N1C(=O)[C@H]2[C@@H](c3ccc(Br)cc3)N3C(=O)N(c4cccc(Cl)c4)C(=O)[C@@]3(Cc3ccccc3)[C@H]2C1=O	-0.4
Cc1nnc(NC(=O)CSc2nnc(-c3ccc(S(=O)(=O)N4CCCC4)cc3)n2C)s1	0.6
Nc1c(C(=O)c2ccc(F)cc2)oc2ccccc12	4.4
CCCc1nc(N)sc1C(=O)OCC	2.4
C[C@H](O)Cc1cn(-c2cc3cc(C#Cc4ccsc4)ccc3oc2=O)nn1	-0.8
CC(C(=O)NN)n1nnc(N2CCOCC2)n1 (stereo unspecified)	2.1
CSc1cccc(NC(=O)C2CCCN2S(=O)(=O)c2ccc3c(c2)CCC(=O)N3)c1 (stereo unspecified)	-1.6
OCC1CCCCN1C(=S)Nc1cccc(Cl)c1 (stereo unspecified)	0.0
Cc1ccc(NC(NC(=O)c2ccccc2[N+](=O)[O-])C(Cl)(Cl)Cl)cc1 (stereo unspecified)	-0.9
O=C(NCc1cccs1)C(=O)c1c[nH]c2ccccc12	-1.2
Cc1nonc1OCCN1CCN(c2ccccc2[N+](=O)[O-])CC1	-3.3
Oc1c(C=C2N=c3ccccc3=N2)sc(=S)n1-c1ccc2ccccc2c1	3.4
Cn1nnnc1Sc1ncnc2scc(-c3cccc(Br)c3)c12	-11
O=C(NCCC1=CCCCC1)Nc1ccc2nsnc2c1	-2.8
CCCNC(=O)Cn1c(-c2ccc(F)cc2)cc(C(=O)OCC)c1C	0.8
O=C(COC(=O)Cc1ccccc1F)Nc1cccc(F)c1	-0.3
CSCCC(C(=O)Nc1c(C)cccc1C)n1c(-c2ccc(-c3ccccc3)cc2)nc2ccccc21 (stereo unspecified)	-0.6
CCOC(=O)C1CCCN(C(=O)/C=C/c2ccc(Cl)cc2)C1 (stereo unspecified)	-1.8
Cn1c(=O)n(C)c2cc(N3CCCC3)c(NC(=O)c3cccc(F)c3)cc21	1.1
Oc1c(CNc2ccccc2)cc(COCc2ccccc2)c2cccnc12	-2.0
CCC1CCCCN1CCCNC(=O)c1ccc2c(c1)N(Cc1ccc(F)cc1)C(=O)c1ccccc1S2=O (stereo unspecified)	6.1
CCOC(=O)CC1COCCN1C(=O)c1cc(COc2ccc(F)cc2Cl)on1 (stereo unspecified)	-0.6

Remaining list, next part
SMILES	TTR transcr act
CCc1ccc2[nH]c3nc(SCC(=O)NCC4CCCO4)nnc3c2c1 (stereo unspecified)	0.8
CC(=O)Nc1ccc2c(c1)ncn2-c1ccc(C)cc1	0.2
COc1ccc(N2CCN(C(=S)Nc3ccc(F)cc3)CC2)cc1	2.2
O=C(COC(=O)c1cn(-c2ccccc2)nc1-c1ccccc1)Nc1ncc(Cl)cc1Cl	0.8
O=C(Nc1cccc(Cl)c1)c1ccc(S(=O)(=O)NCC2CCCO2)cc1 (stereo unspecified)	-3.2
COc1ccc(Cn2c(O)c(C=Nc3ccc(O)cc3)c3ccccc3c2=O)cc1	3.4
O=C(Nc1ccccc1C(=O)NCC1CCCO1)c1ccccc1 (stereo unspecified)	1.4
Cc1ccc(Cn2c(=N)c(C(=O)NCC3CCCO3)cc3c(=O)n4cccc(C)c4nc32)cc1 (stereo unspecified)	-0.2
CCOc1ccc(/C=c2\sc3nc(-c4ccco4)nn3c2=O)cc1OCC	-1.6
Cc1cc(C(=O)NC2CCCc3c2cnn3-c2ccc(C)c(C)c2)no1 (stereo unspecified)	-2.8
Cc1cccc(-n2c(C)cc(/C=N\NC(=O)c3ccco3)c2C)c1	0.8
O=C(NCC(=O)N1CCCC1C(=O)O)OC1CCCCC1 (stereo unspecified)	-1.5
Cc1ccc(Nc2nc(N)nc(CCl)n2)c(C)c1	0.8
N/C(=N\OC(=O)c1ccc(Cl)cc1Cl)c1ccncc1	-0.8
OC(COc1ccc(F)cc1Cl)CN1CCc2ccccc2C1 (stereo unspecified)	-0.7

Taken from above:
CCc1ccc2[nH]c3nc(SCC(=O)NCC4CCCO4)nnc3c2c1 (stereo unspecified) – TTR transcr act = 0.8
N/C(=N\OC(=O)c1ccc(Cl)cc1Cl)c1ccncc1 – TTR transcr act = -0.8
O=C(Nc1cccc(Cl)c1)c1ccc(S(=O)(=O)NCC2CCCO2)cc1 (stereo unspecified) – TTR transcr act = -3.2

Next records:
SMILES	TTR transcr act
CCc1ccc(S(=O)(=O)Nc2ccc(Cl)cn2)cc1	-0.3
O=C(/C=C/c1ccc(S(=O)(=O)N2CCOCC2)cc1)Nc1ccc(F)c(F)c1F	1.4
COc1ccc(S(=O)(=O)N2C[C@H]3CON(C)[C@H]3C[C@H]2c2ccc(-c3cccc(F)c3)cc2)cc1	-1.1
COc1cc(C(F)(F)F)nc2ccc(C#CCOC(=O)Nc3ccccc3)cc12	2.7
CCOC(=O)c1ccc(NC(=O)NC2CC3CCC(C2)N3C(=S)NC)cc1 (stereo unspecified)	0.6
O=C(COc1ccc(F)cc1)N1c2ccccc2CCc2ccccc21	-0.4

Screens deposited in PubChem BioAssay by The Scripps Research Institute Molecular Screening Center.
